# Screening data (PubChem BioAssay)
# NPC1 prom act: qHTS Assay for NPC1 Promoter Activators | Huh7 NPC1 promoter luciferase reporter, 24 h | Potency, µM (titrated, usually from 9.22 µM), for the others: top-dose activation, usual class: activators | 2.4% of 320,000 active;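 also: % of control where 0% means no effect; nearly all actives have a fitted effect of over 60% in size; reporter is driven by a mutant NPC1 promoter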
#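 Stable NPC1-promoter luciferase Huh7 line; cpd (DMSO) 24 h, 37 °C, 5% CO2; Amplite luciferase reagent 10 min RT; luminescence readout. qHTS format.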
# Rab9 promoter act: qHTS Assay for Rab9 Promoter Activators | Potency, µM (doses to about 9.22 µM), without a hit: at the top dose activation, negative = inhibition, usual class: activators | 2.8% of 320,000 active | AID 485297, 2010 | Huh7 Rab9 promoter-luciferase reporter, luminescence, 24 h; also: % of control where 0% means no effect; nearly all actives have a fitted effect of over 60% in size
#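 Rab9 promoter-driven luciferase in stably transfected Huh7 cells; 1500 cells/well rested 2 h, exposed to compound in DMSO for 24 h at 37 °C, 5% CO2. Luminescence read 10 min after adding luciferase reagent at ambient temperature.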
# CXXC DNA block: qHTS Fluorescence Polarization Assay for Inhibitors of MLL CXXC domain - DNA interaction | Histone-lysine N-methyltransferase 2A (Homo sapiens), Q03164 | MLL-CXXC / FITC-HOXA9 DNA fluorescence polarization | Potency, µM (highest dose often 115 µM), without a hit: at the top dose activity change, negative = inhibition, most hits filed as inhibitors | 0.037% of 290,000 active; active = well fitted inhibition curve with a large enough effect in the polarisation, with a control signal flat, not every such curve was filed as active; inconclusive = small, poorly fitted or top-dose-only effect, or effect the other way, or a change in a side signal; inactive = no such curve, though single readings can be large or run the other way; the % refers to the polarisation
#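 Purified MLL-CXXC (added from a 7 uM solution) was preincubated 5 min at ambient with pinned compounds in 50 mM Tris-HCl pH 7.5, 50 mM NaCl, 1 mM DTT, 0.05% BSA. Fluorescein-labeled HOX-A9 DNA (50 nM solution) followed, 30 min, then polarization read.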
# VP16 counter: VP16 counterscreen qHTS for inhibitors of ROR gamma transcriptional activity | Drosophila S2 Gal4-VP16 UAS-luciferase, luminescence, 20 h | Potency, µM (series often up to 53.6 µM), without a hit: top-dose activity, negative = inhibition, hits mostly inhibitors | AID 2546, 2010 | 3.5% of 310,000 active;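 also: Gal4-VP16 expression switched on by copper sulfate through the metallothionein promoter; % is scaled to controls: 0 for no effect and ±100 for the full control effect; nearly all actives have a fitted effect of over 50% in size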
# p53 reactivator: qHTS assay for re-activators of p53 using a Luc reporter. H1299 p53-A138V BP100-luciferase reporter, luminescence, 24 h. Potency, µM (titrated, usually from 92.2 µM), without a hit: at the highest dose activity change, positive = activation, actives largely listed as activators. 0.063% of 320,000 active; also: % of control where 0% means no effect; nearly all actives have a fitted effect of over 45% in size
#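 H1299 (p53-null), stable ts p53-A138V + BP100-Luc; 1000 cells/well, Opti-MEM/10% FBS; cpd 4 pt, 1:5; 24 h, 37 deg C, 5% CO2; detection reagent 10 min RT; luminescence.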
# uPA surface inh: qHTS for Inhibitors of Cell Surface uPA Generation; AID 540303, 2011; 0.31% of 330,000 active; Potency, µM (doses to about 38.3 µM), for inactives: top-dose activity change, negative = inhibition, most hits filed as inhibitors; cell surface uPA generation assay, qHTS; active = well fitted inhibition curve with a large enough effect; inconclusive = small, poorly fitted or top-dose-only effect; inactive = no such curve, though single readings can be large or run the other way; tested in mouse RAW 264.7 cells; also: % is scaled to controls: 0 for no effect and ±100 for the full control effect; nearly all actives have a fitted effect of over 55% in size
# ELG1 genotox: qHTS screen for small molecules that induce genotoxicity in human embryonic kidney (HEK293T) cells expressing luciferase-tagged ELG1; 1.3% of 330,000 active; Potency, µM (doses to about 46 µM), inactives show at the top dose activity change, positive = activation, most hits filed as activators; HEK293T ELG1-luciferase reporter, luminescence, 16 h; AID 504466, 2011; also: % of control where 0% means no effect; nearly all actives have a fitted effect of over 60% in size
#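 Step 1: seed 2,000 HEK293T ELG1-luciferase cells per well. Step 2: add compound or DMSO, incubate 16 hr at 37 °C. Step 3: ONE-Glo, 30 min at room temperature, read luminescence.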
# BRCA1 expr up: qHTS Assay to Identify Small Molecule Activators of BRCA1 Expression. MCF7-BRCA1-FFLuc reporter, luminescence, 48 h; response scale: scaled: vehicle 0%, 10 µM genistein 100%. Potency, µM (titrated, usually from 46.1 µM), without a hit: top-dose activation, actives largely listed as activators. 1.1% of 380,000 active. AID 624202, 2012; also: nearly all actives have a fitted effect of over 80% in size; some results filed as inactive show a strong effect at the top dose
#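 Using MCF7 cells harboring a BRCA1 firefly luciferase reporter, plated 2 h before compound pinning, the screen measured luminescence after 48 h incubation. Responses were normalized to DMSO and 10 microM genistein, then fitted for concentration-effect.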
# RORg inh: qHTS for inhibitors of ROR gamma transcriptional activity; Potency, µM (doses to about 53.6 µM), inactives show at the highest dose activity change, negative = inhibition, most hits filed as inhibitors; 5.4% of 310,000 active; Drosophila S2 Gal4-RORgamma UAS-luciferase reporter, 20 h; Nuclear receptor ROR-gamma (Mus musculus), P51450; also: % is scaled to controls: 0 for no effect and ±100 for the full control effect; nearly all actives have a fitted effect of over 60% in size
#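 Drosophila S2 cells stably expressing Gal4-DBD/mouse RORγ fusion under metallothionein promoter plus UAS-luciferase; compound 1 h, then 700 uM CuSO4 induction for 20 h at ambient temperature; inhibition read as reduced luminescence.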
# MBNL1-CUG inh: qHTS Assay for Inhibitors of MBNL1-poly(CUG) RNA binding; 0.036% of 280,000 active; Potency, µM (highest dose often 57.5 µM), without a hit: top-dose activity change, negative = inhibition, actives largely listed as inhibitors; AID 2675, 2010; Muscleblind-like protein 1 (Homo sapiens), Q9NR56; TR-FRET MBNL1-His/biotin-(CUG)12 binding, 665/545 ratio; active = well fitted inhibition curve with a large enough effect in the signal ratio, with a control signal flat, not every such curve was filed as active; inconclusive = small, poorly fitted or top-dose-only effect, or effect the other way, or a change in a side signal; inactive = no such curve, though single readings can be large or run the other way; the % refers to the signal ratio; also: % is scaled to controls: 0 for no effect and ±100 for the full control effect
# Target sequence (Q9NR56 whole entry, looked up): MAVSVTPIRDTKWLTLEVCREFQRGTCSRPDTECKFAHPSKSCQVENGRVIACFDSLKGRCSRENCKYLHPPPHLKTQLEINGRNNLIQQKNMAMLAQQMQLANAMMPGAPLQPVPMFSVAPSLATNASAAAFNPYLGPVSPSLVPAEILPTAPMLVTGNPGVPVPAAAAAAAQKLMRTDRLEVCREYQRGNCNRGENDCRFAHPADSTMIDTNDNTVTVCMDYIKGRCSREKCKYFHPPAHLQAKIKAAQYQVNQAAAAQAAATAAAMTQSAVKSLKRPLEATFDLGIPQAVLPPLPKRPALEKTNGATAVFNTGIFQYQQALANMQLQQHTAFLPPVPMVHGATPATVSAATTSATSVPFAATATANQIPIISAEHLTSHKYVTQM
#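 TR-FRET readout: Ex 340 nm, 665/545 nm emission ratio, normalized to buffer-only (basal) and MBNL1-(CUG)12 controls. Complex of MBNL1-His with Biotin-(CUG)12, compounds 92 nM–58 uM, incubated 60 min at room temperature.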
# FLuc modulator: qHTS profiling assay for firefly luciferase inhibitor/activator using purifed enzyme and Km concentrations of substrates (counterscreen for miR-21 project). Potency, µM (titrated, usually from 57.5 µM), without a hit: at the highest dose activity change, negative = inhibition, usual class: inhibitors. purified FLuc, Km substrates, luminescence inhibition. AID 588342, 2011. Luciferin 4-monooxygenase (Photinus pyralis), P08659. 6.9% of 360,000 active;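 also: plate controls were vehicle for no effect and reference inhibitor for full effect; nearly all actives have a fitted effect of over 55% in size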
# Target sequence (P08659 whole entry, looked up): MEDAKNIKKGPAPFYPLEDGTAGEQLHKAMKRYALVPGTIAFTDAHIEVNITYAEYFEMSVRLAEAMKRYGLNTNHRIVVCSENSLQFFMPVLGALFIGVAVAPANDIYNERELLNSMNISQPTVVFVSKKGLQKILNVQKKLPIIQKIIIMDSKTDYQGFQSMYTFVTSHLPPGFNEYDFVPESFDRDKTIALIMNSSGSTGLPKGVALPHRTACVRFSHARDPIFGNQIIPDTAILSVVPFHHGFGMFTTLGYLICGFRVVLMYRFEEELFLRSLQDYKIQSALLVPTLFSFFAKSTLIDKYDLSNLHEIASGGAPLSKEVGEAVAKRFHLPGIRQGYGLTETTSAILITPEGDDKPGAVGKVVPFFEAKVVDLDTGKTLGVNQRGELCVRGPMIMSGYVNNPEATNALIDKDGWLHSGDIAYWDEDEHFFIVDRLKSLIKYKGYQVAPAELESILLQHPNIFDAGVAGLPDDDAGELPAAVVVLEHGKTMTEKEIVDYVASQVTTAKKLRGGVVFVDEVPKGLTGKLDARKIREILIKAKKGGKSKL
#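 Purified P. pyralis luciferase, 10 nM final, with Km-level 10 uM D-luciferin and 10 uM ATP in 50 mM Tris acetate pH 7.5, 10 mM Mg acetate, 0.01% Tween-20, 0.05% BSA; 6-point qHTS titration about 60 µM downward; luminescence read.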
# * hit, by the source's call; ? = inconclusive; . = not tested or not shown; & = joins results of further samples; [ ] = dose if it differs, or a comment. Unless noted, calls follow the shape of the dose curve; as a rule, active = well fitted curve in the direction sought with a large enough effect; inconclusive = small, poorly fitted or top-dose-only effect, or another doubt; inactive = no such curve, though single readings can be large; an effect the other way counts as inactive or inconclusive. Potency is read from the fitted curve at half-maximal effect.
no.	structure	NPC1 prom act	Rab9 promoter act	CXXC DNA block	VP16 counter	p53 reactivator	uPA surface inh
1	C/C(=N\Nc1ccccn1)c1cccs1	3.5µM*	3.2µM*	4%	?	4%	2%
2	COc1ccc(S(=O)(=O)N2CC(C)OC(C)C2)cc1C(=O)N1CCCCC1 (stereo not given)	5%	0%	1%	-6%	-2%	14%
3	O=C(Cc1ccccc1)Nc1ccc(NC(=O)c2ccco2)nc1	2.2µM*	2.5µM*	-2%	0%	?	-6%
4	COc1ccc(NCc2nnc(SCC#N)n2-c2ccccc2OC)cc1	-3%	-6%	-1%	-9%	16%	-3%
5	O=C(Nc1cccnc1)c1noc2c1CCCCC2	2.5µM*	1.6µM*	-6%	-29%	22%	.
6	COc1ccc(/C=N/Nc2cc(C)nc3ccc(OC)cc23)c(OC)c1	-2%	3%	?	10µM*	-167%[inhibitor]	-12%
7	CCN(CC)CCCNC(=O)c1oc2ccc(S(=O)(=O)N3CC(C)CC(C)C3)cc2c1C (stereo not given)	-28%	-2%	-16%	-4%	8%	-9%
8	O=C(O)c1ccc(-n2nnc3ccccc32)c([N+](=O)[O-])c1	-5%	9%	30%[activator]	-16%	7%	1%

no.	ELG1 genotox	BRCA1 expr up	RORg inh	MBNL1-CUG inh	FLuc modulator
1	?	37%	?	6%	6.7µM*
2	1%	-19%	-13%	-1%	1%
3	?	5.6µM*	31%	-8%	17µM*
4	-3%	-24%	27%	9%	-1%
5	2.3µM*	-30%	?	5%	7.6µM*
6	18%	-91%	11µM*	2%	21µM*
7	4%	-38%	-37%	1%	5%
8	5%	41%	-14%	?	?

# In the list so far, these contain an aryl methoxy group:
no.	structure	NPC1 prom act	Rab9 promoter act	CXXC DNA block	VP16 counter	p53 reactivator	uPA surface inh
2	COc1ccc(S(=O)(=O)N2CC(C)OC(C)C2)cc1C(=O)N1CCCCC1 (stereo not given)	5%	0%	1%	-6%	-2%	14%
4	COc1ccc(NCc2nnc(SCC#N)n2-c2ccccc2OC)cc1	-3%	-6%	-1%	-9%	16%	-3%
6	COc1ccc(/C=N/Nc2cc(C)nc3ccc(OC)cc23)c(OC)c1	-2%	3%	?	10µM*	-167%[inhibitor]	-12%

no.	ELG1 genotox	BRCA1 expr up	RORg inh	MBNL1-CUG inh	FLuc modulator
2	1%	-19%	-13%	-1%	1%
4	-3%	-24%	27%	9%	-1%
6	18%	-91%	11µM*	2%	21µM*

# Later entries
no.	structure	NPC1 prom act	Rab9 promoter act	CXXC DNA block	VP16 counter	p53 reactivator	uPA surface inh
9	O=C(CN1C(=O)NC2(CCCC2)C1=O)NNC(=O)c1ccc(Br)cc1	-2%	-7%	.	.	-7%	-3%
10	COc1ccc(C/C(C)=N/NC(=S)Nc2ccccc2F)cc1	3.2µM*	2.5µM*	8%	-5%	9%	4%
11	O=C(O)CNC(=O)CC1S/C(=N/N=C/c2ccccc2O)NC1=O (stereo not given)	1%	2%	-25%	10%	0%	11%
12	COc1ccc(CN(C)C2c3ccccc3-c3ccccc32)cc1	1%	-6%	-3%	-11%	17%	-4%
13	Cc1ccc(S(=O)(=O)/C(C#N)=C/c2c(N3CCC(C(N)=O)CC3)nc3ccccn3c2=O)cc1	0%	-5%	-3%	-5%	5%	-3%
14	CC(C(=O)c1ccc(Br)cc1)[n+]1cccc(NC(=O)c2ccccc2)c1 (stereo not given)	1%	2%	13%	-3%	4%	0%
15	COC(=O)[C@H](Cc1ccccc1)NC(=O)c1cc(COc2c(F)cccc2F)on1	?	?	11%	9%	?	-10%
16	Cc1ccc(NC(=S)NC2CCSc3ccccc32)cc1C (stereo not given)	-3%	1%	1%	4µM*	-26%	4%

no.	ELG1 genotox	BRCA1 expr up	RORg inh	MBNL1-CUG inh	FLuc modulator
9	-7%	-13%	.	.	-4%
10	8.2µM*	?	6%	-7%	15µM*
11	0%	-8%	-16%	?	?
12	-1%	-69%	14%	17%	3%
13	-1%	1%	7%	?	0%
14	-6%	-8%	4%	5%	-2%
15	?	?	-38%	-1%	19µM*
16	-8%	-30%	3.5µM*	1%	2%

# (list continues)
no.	structure	NPC1 prom act	Rab9 promoter act	CXXC DNA block	VP16 counter	p53 reactivator	uPA surface inh
17	COc1cccc(CNC(=O)c2cc(S(=O)(=O)N3CCCCC3)c[nH]2)c1	0%	-10%	9%	7%	.	13%
18	COC(=O)c1sc(SC)c(S(=O)(=O)C(C)C)c1N/N=C(\C#N)S(=O)(=O)c1ccccn1	3%	-3%	4%	8%	3%	-13%
19	CC1=C(C#N)C2C(/C1=N/O)C2(C)C (stereo not given)	-1%	5%	2%	-3%	11%	0%
20	O=C(COC(=O)/C=C/c1ccco1)NCCc1ccccc1	1%	18%	-11%	5%	13%	5%
21	CSc1nsc(SC)c1NC(=O)OCC1CCCO1 (stereo not given)	0%	2%	7%	-4%	3%	.
22	Cc1nn(C(=O)N(C)C)c(C)c1CN1C(=O)c2ccccc2C1=O	-5%	5%	-14%	2%	-13%	-3%
23	CCCCn1c2ccccc2c2cc(CC(N)=O)ccc21	-4%	-11%	-18%	-4%	-4%	3%
24	CC(C)CN1C(=O)CC(Sc2ccccc2C(=O)O)C1=O (stereo not given)	-4%	1%	1%	-6%	14%	.

no.	ELG1 genotox	BRCA1 expr up	RORg inh	MBNL1-CUG inh	FLuc modulator
17	-1%	-4%	-53%	-9%	3%&3%
18	5%	-13%	6%	.	1%
19	-7%	-56%	2%	24%	5%
20	0%	24%	8%	6%	4%
21	-2%	0%	-12%	-9%	6%
22	0%	2%	-24%	?	-1%
23	3%	-34%	16%	-4%	3%
24	2%	1%	-37%	-6%	2%

# The list goes on:
no.	structure	NPC1 prom act	Rab9 promoter act	CXXC DNA block	VP16 counter	p53 reactivator	uPA surface inh
25	CC(=O)Nc1ccc(S(=O)(=O)N2CCC(NC(=O)c3ccco3)CC2)cc1	2%	-3%	5%	-6%	-7%	1%
26	CN1CCN(S(=O)(=O)c2cccc(C(=O)N(C)CC(=O)Nc3ccc(F)c(F)c3F)c2)CC1	8%	-1%	.	.	1%	-1%
27	COc1cccc(NC(=O)CN(C)C(=O)CSCc2nc3scc(-c4cccs4)c3c(=O)[nH]2)c1	-2%	-3%	.	.	-2%	3%
28	CCOc1ccccc1N(CC(=O)NCC1CCCO1)C(=O)CNS(=O)(=O)c1ccccc1 (stereo not given)	-14%	-2%	0%	5%	-1%	4%
29	O=c1c2c(-c3cccs3)csc2ncn1-n1cccc1	-1%	6%	1%	-12%	-3%	.
30	CN(C)S(=O)(=O)c1ccc(Cl)c(NC(=O)COC(=O)CCC(=O)c2cccs2)c1	0%	14%	11%	5%	0%	-4%
31	COCC(C)n1c(C)cc(C(=O)COC(=O)c2oc3ccccc3c2C)c1C (stereo not given)	14%	3%	-5%	-3%	12%	1%
32	CN(C)CCN(Cc1ccccc1)c1ccnc(N(C)C)c1C#N	8%	-2%	-3%	10%	5%	-4%
33	CSc1ccccc1COC(=O)Nc1ccccc1C	-1%	-4%	-1%	12%	6%	2%
34	CC(C)CCCC(C)NC(=O)c1cc(S(=O)(=O)N2CCCCC2)ccc1N1CCOCC1 (stereo not given)	-8%	-1%	.	.	-5%	-25%
35	Cc1ccc(CNC(=O)COC(=O)c2cc3c(s2)CCC(C)C3)cc1 (stereo not given)	-2%	-4%	13%	-17%	-1%	4%

no.	ELG1 genotox	BRCA1 expr up	RORg inh	MBNL1-CUG inh	FLuc modulator
25	0%	1%	4%	-9%	6%
26	1%	-2%	.	.	3%
27	-9%	-26%	.	.	-4%
28	0%	-2%	-13%	4%	0%
29	4%	-19%	-9%	9%	-2%
30	1%	-2%	0%	.	-4%
31	-10%	-3%	?	-10%	?
32	-2%	7%	1%	-2%	1%
33	-3%	46%	34%	5%	-2%
34	-5%	-34%	.	.	-1%
35	2%	-10%	?	-3%	10%

# Not all compounds are listed (hit frequency here may not be typical).
